Assay outcomes as filed in PubChem BioAssay.
CCR6 antag = CCR6 receptor antagonists, primary screen, cell-based, CHO-K1, luminescence, beta-arrestin, uHTS. CHO-K1 CCR6 PathHunter beta-arrestin, CCL20-stimulated. inhibition, % at 20 µM. AID 493098, 2011. C-C chemokine receptor type 6 (Homo sapiens), P51684. 0.49% of 340,000 active;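 active means compounds whose inhibition of the agonist-driven luminescence signal at 20 µM reaches about 50%, limit read from the data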;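 further: cells stimulated with CCL20 at 14 nM final; plate controls were DMSO with CCL20 for no effect and DMSO without agonist for full effect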
EBI2 antag = EBI2 receptor antagonists, beta-arrestin recruitment, primary screen, cell-based, luminescence, 7a,25-OHC stimulation, uHTS; 0.81% of 360,000 active; inhibition, % at 5 µM; 7a,25-OHC stimulated; G-protein coupled receptor 183 (Homo sapiens), P32249; in the data active means inhibition above about 38%;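 further: enzyme fragment complementation signal reports receptor beta-arrestin coupling in cells; 0% = agonist plus DMSO wells and 100% = wells without agonist; some results beyond the cut were filed as inactive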
Target sequence (P32249 whole entry, looked up, the tested form may be a part): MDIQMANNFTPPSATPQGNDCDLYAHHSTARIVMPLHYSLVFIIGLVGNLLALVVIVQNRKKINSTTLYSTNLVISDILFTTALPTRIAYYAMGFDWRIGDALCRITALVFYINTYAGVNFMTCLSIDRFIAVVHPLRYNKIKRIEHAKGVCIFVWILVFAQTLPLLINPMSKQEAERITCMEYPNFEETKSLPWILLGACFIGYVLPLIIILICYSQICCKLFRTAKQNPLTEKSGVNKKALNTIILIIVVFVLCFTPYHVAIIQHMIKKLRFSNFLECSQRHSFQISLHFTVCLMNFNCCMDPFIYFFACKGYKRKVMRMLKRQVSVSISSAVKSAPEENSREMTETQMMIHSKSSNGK
SENP8 block = SENP8 protease inhibitors, primary screen, biochemical, luminescence; 1.2% of 330,000 active; purified SENP8, Z-RLRGG-aminoluciferin cleavage; Sentrin-specific protease 8 (Homo sapiens), Q96LD8; AID 2540, 2010; inhibition, % at 10 µM
Target sequence (Q96LD8 whole entry, looked up): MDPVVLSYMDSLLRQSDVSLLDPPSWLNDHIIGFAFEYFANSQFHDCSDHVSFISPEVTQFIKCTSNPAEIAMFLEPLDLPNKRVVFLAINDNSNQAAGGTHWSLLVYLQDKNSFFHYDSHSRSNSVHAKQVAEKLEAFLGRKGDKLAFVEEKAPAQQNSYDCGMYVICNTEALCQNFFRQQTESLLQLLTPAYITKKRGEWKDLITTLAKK
697 NFkB inh = inhibitors of PMA/ionomycin-induced NF-kB reporter, 697 cells, primary screen, B-cell NF-kB inhibitor project, cell-based, luminescence, uHTS. 697 B-cell NF-kB luciferase reporter, 16 h. inhibition, % at 4 µM. 0.33% of 330,000 active; in the data active means inhibition above about 35%
Apaf-1 inh = inhibitors of human Apaf-1 apoptosome, primary screen, biochemical, DEVD-Rh110 fluorescence, uHTS; inhibition, % at 20 µM; Apoptotic protease-activating factor 1 (Homo sapiens), O14727; 0.71% of 330,000 active; AID 489030, 2010; reconstituted apoptosome caspase-3 activity; active means inhibition of at least 40% at 20 µM;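 further: plate controls were DMSO wells for no effect and DEVD-CHO caspase inhibitor wells for full effect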
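detection = Rh110 fluorescence intensity | test system = biochemical Apaf-1 apoptosome reconstitution | also added = cytochrome c and DEVD-Rh110 substrate | schedule = 30 min plus 50 min, RT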
Gli-Sufu antag = Gli-Sufu pathway antagonists, primary screen, luciferase luminescence, Sufu-KO-LIGHT cells, uHTS; Sufu-KO-LIGHT fibroblasts, Gli luciferase reporter luminescence; AID 588413, 2011; inhibition, % at 5 µM; 0.74% of 340,000 active;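 active means inhibition above about 55%, limit read from the data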;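 further: 0% = DMSO-treated cells and 100% = wells with medium but no cells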
Jurkat NFkB inh = inhibitors of induced NF-kB luciferase reporter, primary screen, TCR NF-kB activation inhibitor project, cell-based, luminescence, uHTS; Jurkat, PMA/ionomycin-induced NF-kB luciferase reporter; inhibition, % at 4 µM; 0.53% of 330,000 active; AID 435003, 2010
UBC13 inh = UBC13 polyubiquitin chain formation inhibitors, primary screen, biochemical, TR-FRET, uHTS; Ubiquitin-conjugating enzyme E2 N (Homo sapiens), P61088; inhibition, % at 20 µM; 0.47% of 330,000 active; AID 485273, 2010; in the data active means inhibition above about 45%, passing the limit was not always enough
Target sequence (P61088 whole entry, looked up): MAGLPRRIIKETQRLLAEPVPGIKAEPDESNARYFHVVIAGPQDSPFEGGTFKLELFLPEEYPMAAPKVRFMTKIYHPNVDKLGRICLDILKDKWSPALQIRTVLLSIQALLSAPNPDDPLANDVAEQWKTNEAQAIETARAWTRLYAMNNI
An asterisk follows results filed as active; nt = not tested or not shown. Unless noted, no stated cut-off is given here; in the data, active means inhibition above about 50%; inactive means the rest.

SMILES	CCR6 antag	EBI2 antag	SENP8 block	697 NFkB inh	Apaf-1 inh	Gli-Sufu antag	Jurkat NFkB inh	UBC13 inh
COc1ccc2nc(NC(=O)c3ccco3)sc2c1	9	-12	87*	-256	-1	-76	-27	8
CCCOc1ccc(-c2nnn(CC(=O)c3ccc4c(c3)OCCO4)n2)cc1	4	10	1	9	-17	-4	2	12
CCCC(C)c1nnc(NC(=O)c2cc(C(=O)OC)cc([N+](=O)[O-])c2)s1 (stereo unspecified)	10	-2	-3	1	11	1	-1	5
COC(=O)C(C)Sc1ccc2nnc(CCNS(=O)(=O)c3ccccc3)n2n1 (stereo unspecified)	-3	3	-4	11	-4	-2	5	3
COCCNC(=O)c1cnn2c(C(F)F)cc(-c3ccccc3)nc12	23	-8	7	1	-7	32	9	13
CCC(CO)Oc1cc(NC(=O)c2ccc(OC)cc2)c2ncn(C(C)C)c2c1 (stereo unspecified)	0	1	8	1	35	-5	16	-3
Cc1cc(/C=N/n2cnnc2)c(C)n1-c1ccc(Cl)cc1Cl	3	-2	5	1	6	-10	1	4
CN(C(=O)CSc1ncccn1)C1CCS(=O)(=O)C1 (stereo unspecified)	5	1	1	-18	-8	0	-3	-1
Cc1sc(NC(=S)NC(=O)C(C)(C)C)c(C(N)=O)c1C	35	5	12	-28	3	-32	-25	-6
Cc1nnc(C)c2c(C)n(-c3ccc4ncccc4c3)c(C)c12	12	-23	1	3	-6	8	1	-8
O=C(NCC1CCCO1)c1ccc2c(c1)N(Cc1ccc(F)cc1)CCS2 (stereo unspecified)	25	-9	-10	-13	12	3	5	18
Cc1ccc2c(c1)c1nnc(SCC(=O)NC3CC3)nc1n2C	nt	-3	8	8	6	nt	-14	-10
COc1ccc(NC(=O)C(=O)NCC(=O)Nc2cc(OC)ccc2OC)cc1	-2	6	4	-30	14	1	14	-3
Cc1noc(C)c1S(=O)(=O)N1CCCC(C(=O)NC2CCCCC2)C1 (stereo unspecified)	-21	-6	2	-4	-5	-1	6	-1
NC(=O)N/N=C/c1ccc(-c2ccc([N+](=O)[O-])cc2)o1	8	41	0	-26	-17	-5	-21	-19
Cc1ccc(C)c(Cn2nnc3c(=O)[nH]c(C4CCCN(C(=O)c5cccs5)C4)nc32)c1 (stereo unspecified)	5	2	-1	-14	26	-4	-3	-4
O=C(NC(=S)NCc1ccccc1)c1cccc([N+](=O)[O-])c1	21	10	6	1	13	1	1	-1
O=C(NCCc1ccccc1F)C1CCCN(c2nc3ccccc3s2)C1 (stereo unspecified)	3	12	-2	-1	11	-26	8	12
CCSc1nc2sc3c(c2c(=O)n1CC)CCC3	25	0	2	-9	20	2	-8	-6
S=C(NCc1ccccc1)Nc1cccc2ccccc12	8	3	14	12	20	-8	-16	-23
O=C(COC(=O)C12CC3CC(CC(C3)C1)C2)Nc1ncc(Cl)cc1Cl	1	-7	-20	21	1	-1	1	0
O=C(NCc1ccco1)[C@@H]1CSC2c3ccccc3C(=O)N21 (stereo partly specified)	-9	-3	-7	18	-3	1	17	4
CCOC(=O)C1CCN(C(=O)CCS(=O)(=O)c2ccc3c(c2)CCN3C(C)=O)CC1	4	-2	-4	-3	6	2	-19	-4
Cc1ccc(C(C(=O)NC2CCCCC2)N(CC2CCCO2)C(=O)CNC(=O)c2cccs2)cc1 (stereo unspecified)	12	-3	-4	2	-5	14	3	-2

Reprinted at random: 2 entries already listed, in no set order.
SMILES	CCR6 antag	EBI2 antag	SENP8 block	697 NFkB inh	Apaf-1 inh	Gli-Sufu antag	Jurkat NFkB inh	UBC13 inh
COC(=O)C(C)Sc1ccc2nnc(CCNS(=O)(=O)c3ccccc3)n2n1 (stereo unspecified)	-3	3	-4	11	-4	-2	5	3
Cc1ccc(C(C(=O)NC2CCCCC2)N(CC2CCCO2)C(=O)CNC(=O)c2cccs2)cc1 (stereo unspecified)	12	-3	-4	2	-5	14	3	-2

Additional entries.
SMILES	CCR6 antag	EBI2 antag	SENP8 block	697 NFkB inh	Apaf-1 inh	Gli-Sufu antag	Jurkat NFkB inh	UBC13 inh
Nc1nc(SCC(=O)Nc2ccc(Br)cc2F)n[nH]1	-8	-3	4	16	-1	-6	3	0
Fc1ccc(NCc2nnc(SCc3nnc(-c4ccccc4)o3)n2CC2CCCO2)cc1 (stereo unspecified)	6	-3	8	5	2	17	1	11
Cc1ccc(/C(O)=C2\C(=O)C(=O)N(CC(C)O)C2c2cccc(F)c2)cc1 (stereo unspecified)	-5	-1	-2	8	5	0	-8	-7
CCOC(=O)N1CCN(C(=O)COc2ccc3c(c2)C(=O)CC(C)(C)O3)CC1	-7	10	3	22	-10	-20	6	27
COc1cccc(C2Cc3ccccc3C(=O)O2)c1 (stereo unspecified)	1	4	-2	-17	-2	-12	-23	4
COC(=O)[C@]1(C)N[C@H](c2ccc(-c3ccc(OC)cc3)cc2)[C@@H]2C(=O)N(C)C(=O)[C@@H]21	10	2	-4	4	4	-1	7	-9
COc1ccc(CN(C(=O)c2cc(=O)c3ccccc3o2)C2CCS(=O)(=O)C2)cc1OC (stereo unspecified)	-9	-9	0	1	0	9	0	0
CCOc1cc(CNCc2cccs2)ccc1OCC(=O)NC(C)(C)C	-2	7	-7	0	5	23	4	-1
Cc1cc(C(=O)COC(=O)Cn2cnc3c2c(=O)n(C)c(=O)n3C)c(C)n1C	6	-1	8	2	-2	4	-4	7
COc1cccc(CNc2nnnn2C)c1OC	13	-4	1	6	-8	-15	4	4
CCCSc1nnc(CN2CCOCC2)n1C	6	3	2	14	12	6	10	-2
COc1cc(/C=C(\NC(C)=O)C(=O)Nc2ccc(NC(C)=O)cc2)ccc1OC(C)=O	5	-9	-1	-2	-16	-4	1	-1
CCOC(=O)C1(C)/C(=N/Nc2ccccc2OC)C(=O)C(=O)N1c1ccccc1 (stereo unspecified)	9	-1	5	-5	10	-6	6	-102
Cc1nc2ccccn2c1C(=O)NNS(=O)(=O)c1ccc(C(C)(C)C)cc1	-3	-12	-5	-21	-9	51	7	-2
COc1ccccc1/C=C(/CC(=O)NCc1ccc(F)cc1)c1nc2ccccc2s1	10	25	-2	-26	24	14	-17	-28
O=C(/C=C/NCc1cccnc1)c1ccc(Br)cc1	1	-8	2	-27	-19	-9	-32	-6
COc1ccccc1NC(=O)CC12CC3CC(CC(Br)(C3)C1)C2	15	-5	2	11	22	-11	-15	2
Cc1ccc(NC(=O)Cn2c(O)c(N=NC(=O)c3ccncc3)c3ccccc32)cc1	9	11	-3	-11	3	-9	4	0
Nc1cnc(Nc2ccc(Br)cc2)nc1N	6	8	-8	4	7	-10	-4	-4
Cc1cnc(C(=O)OCC(=O)NC(=O)c2ccccc2)cn1	-6	-4	-4	13	-4	0	6	-5
CCC(=O)N(Cc1ccco1)c1nc(-c2ccc(OC)cc2)cs1	-1	24	4	-6	-6	-1	-38	6
COC(=O)c1oc2c(c1C)C(=O)CCC2	1	3	-3	0	-20	-17	-8	-3
COc1cc(/C=N/N=C(/N)c2nonc2N)cc(Br)c1OCc1cccc(C)c1	19	22	-4	8	9	8	3	-2
COc1cc(OC)c2ccc(=O)oc2c1C(CCN1CCN(c2ccccc2)CC1)c1ccc(N(C)C)cc1 (stereo unspecified)	5	6	2	4	3	7	13	11
Cc1ccc(CC2C(=O)N(c3ccccc3)C(=O)C2C)cc1 (stereo unspecified)	4	-1	10	-8	-5	-10	-3	-3
COC(=O)CN1C(=O)C(C)(C)Oc2ccc(C(=O)Nc3ccccc3F)cc21	2	0	1	-27	5	-19	-28	2
Cc1ccc(C(=O)OCC(=O)N2CCC(Cc3ccccc3)CC2)cc1N	4	2	-6	1	5	9	6	3
CC1CCN(S(=O)(=O)N2CCC(C(=O)NC3CCCC3)CC2)CC1	10	-1	0	-14	-1	3	-11	-2
COc1ccc2[nH]c(C(=O)NCc3ccccc3)cc2c1	13	16	-5	-2	7	5	1	14
C=Cc1ccc(CN2CCCN(Cc3ccc(Cl)cc3)S2(=O)=O)cc1	18	4	-2	3	10	4	-4	-1
COc1ccc(OC)c(NC(=O)c2oc3ccccc3c2NC(=O)C2CC2)c1	6	3	7	0	-2	-4	10	17
COC(=O)C1(c2ccccc2)NC(c2cccs2)C2C(=O)N(c3ccccc3)C(=O)C21 (stereo unspecified)	4	-8	0	12	-5	-5	-20	4
CCCCN(C)C(=S)Nc1ccc(Oc2ccccc2)cc1	-20	10	12	7	8	10	7	7
COC(=O)C12CC3CC(C1)CC(n1cnc(Cl)n1)(C3)C2	-1	-4	1	6	0	2	12	8
O=C(CNC(=O)c1ccccc1F)N/N=C/c1ccc2c(c1)OCO2	7	-13	-2	-22	-4	-29	-19	4
COc1ccc(NC(=O)c2c(-c3c(Cl)cccc3Cl)noc2C)c(OC)c1	12	10	-5	-11	9	-16	-12	1

Continued (4 carried over from the part before).
SMILES	CCR6 antag	EBI2 antag	SENP8 block	697 NFkB inh	Apaf-1 inh	Gli-Sufu antag	Jurkat NFkB inh	UBC13 inh
CCCCN(C)C(=S)Nc1ccc(Oc2ccccc2)cc1	-20	10	12	7	8	10	7	7
COC(=O)C12CC3CC(C1)CC(n1cnc(Cl)n1)(C3)C2	-1	-4	1	6	0	2	12	8
O=C(CNC(=O)c1ccccc1F)N/N=C/c1ccc2c(c1)OCO2	7	-13	-2	-22	-4	-29	-19	4
COc1ccc(NC(=O)c2c(-c3c(Cl)cccc3Cl)noc2C)c(OC)c1	12	10	-5	-11	9	-16	-12	1
Cc1cnn(C(=S)NCC2CCCO2)c1 (stereo unspecified)	6	-1	-6	2	0	0	-1	-2
CCOC(=O)C1=C(O)/C(=C/c2ccc(OCC(=O)Nc3ccc(C)cc3)cc2)N=C1C	-10	3	12	12	3	-1	7	-3
Nc1cc(Cl)ccc1N1C(=O)CCC1=O	-12	-18	-12	-2	9	-1	3	5
Cc1ccc(S(=O)(=O)NCCNC(=O)c2cc(OCC(F)(F)F)ccc2OCC(F)(F)F)cc1	0	7	4	15	-3	0	0	10
COc1ccc(/C=N/NC(=O)CSc2ccccn2)cc1OC	11	-1	-6	-6	-7	-9	-9	-3
O=C(NCCc1ccccc1)c1cc([N+](=O)[O-])ccc1N1CCOCC1	7	10	10	10	-3	1	8	1
CCCn1nnc(NC(=O)c2ccco2)n1	14	1	0	4	-11	-8	-1	0
CN(C)S(=O)(=O)c1cccc(C(=O)NCc2ccco2)c1	-4	1	-3	13	4	0	0	-3
CNC(=O)CSc1nc2cccnc2n1-c1ccc(F)cc1	6	1	-6	-2	2	-15	-7	-2
N[C@@H](Cc1ccccc1)c1nnc(SCc2ccccc2F)o1	7	2	-7	-8	13	4	-29	-1
CCCn1c(SCC(=O)NCC2CCCO2)nc2c1c(=O)n(C)c(=O)n2C (stereo unspecified)	-12	2	3	24	8	-1	9	8
CCOC(=O)CC(=O)CSc1nc2nc(C)cc(C)n2n1	-3	-4	-5	-2	-18	7	4	-4
CCOc1cc(/C=C2\SC(=Nc3ccccc3)N(c3ccccc3)C2=O)ccc1OCC(=O)O	14	1	-3	11	15	-2	15	-11
O=C(Cc1ccc(Br)cc1)Nc1cccc(Cl)c1	8	19	-11	20	9	1	-6	11
CCOC(=O)Cc1csc(NS(=O)(=O)c2ccc(Br)cc2)n1	-12	-7	7	-33	7	-1	-24	-11
Cc1c(N)cc(C(=O)N2CCOCC2)cc1[N+](=O)[O-]	-20	0	-9	16	2	93*	-2	-9
Cn1nnc(NC(=S)NC(=O)c2cccs2)n1	32	0	-1	-5	-3	-3	8	-9
COc1ccc(Cc2nc3ccccc3n2CC(=O)N/N=C/c2ccc(O)cc2)cc1OC	11	2	-2	-16	5	-4	-13	-19
Cn1c(SCC(=O)NCCN2C(=O)CSC2=O)nc2ccccc2c1=O	4	-7	2	-15	4	13	-14	1

An excerpt (hit frequency here may not be typical).
